RmlC RmlD mix: mixture blocks RmlC and RmlD coupled enzyme activity | RmlC/RmlD coupled enzyme inhibition, 384-well mixture HTS | inhibition, % at 5.5 µM | 0.39% of 110,000 active; in the data active = inhibition above about 30%, passing the limit was not always enough; also: strong numbers were not always called active
HIV RNase H inh: inhibitors of HIV-1 reverse transcriptase RNase H. RT-RNase H RNA/DNA duplex cleavage, fluorescence. inhibition, % at 10 µM. AID 565. 1.9% of 65,000 active; in the data active = inhibition above about 50%
* marks the source's active call; other numbers are inactive results; . = not tested or not shown; & = joins results of further samples. A portion of the library; the hit share may differ from the screen's.

Each structure is followed by: RmlC RmlD mix, HIV RNase H inh
C=CCCCN(Cc1ccccc1)S(=O)(=O)c1ccccc1Br
 : -12, .
COc1ccc(NC(=O)C(F)(OC)C(F)(F)F)c(OC)c1 (centres undefined)
 : 11, -18
C=CCOC(=O)C1=C[C@H](c2cn(C(C)=O)c3ccccc23)C[C@H](OCCCCO)O1
 : 4, .
C[N+]1(C)[C@@H]2CC[C@H]1CC(OC(=O)C(CO)c1ccccc1)C2 (some centres undefined)
 : ., 2&-1
O=C1NCCN1Cc1cccc(Cl)c1
 : -46, -20
CCOC(=O)C1=C(C)N(CCC(=O)O)C(=O)NC1c1ccccc1Cl (centres undefined)
 : 10, .
N#Cc1c(NC(=O)c2ccc(Cn3cc(Br)cn3)o2)sc2c1CCCCCC2
 : -3, 88*
COCCN(CC(=O)Nc1cccc(C)c1)S(=O)(=O)c1ccc(S(=O)(=O)N2CCCC2)cc1
 : 7, -6
COC(=O)CSC(C(=O)Nc1ccc(C)c(C)c1)c1ccccc1 (centres undefined)
 : -3, .
Cc1nnc2n(-c3ccc(Cl)cc3)c(=O)c3c4c(sc3n12)CN(C)CC4
 : ., 2
Nc1nnc(CCOc2ccc(Cl)cc2)s1
 : 12, .
CC(=O)Nc1nc(SCc2cccc3ccccc23)n[nH]1
 : 3, .
CC(C)CC(NC(=O)C1CCCCC1)C(=O)N1CCN(c2ccccn2)CC1 (centres undefined)
 : 10, .
Cc1cc(NC(=O)CSc2nc(C3CC3)nc3sc(C)c(C)c23)no1
 : 6, .
COc1cc(O)c(C(CCN2CCCC(C)C2)c2ccc3c(c2)OCO3)c(OC)c1 (centres undefined)
 : -12, .
Cc1cc(C)c(S(=O)(=O)N2CCN(c3nc4c(c(=O)n(C)c(=O)n4C)n3C)CC2)c(C)c1
 : ., -4
CC(C)N1C(=O)CC(Nc2ccc(N3CCOCC3)cc2)C1=O (centres undefined)
 : -7, .
CCOC(=O)c1c(C)[nH]c(C)c1C(=O)CSc1nnc(-c2ccncc2)n1Cc1ccccc1
 : -8, .
Cc1ccc(C)c(N2CCN(S(=O)(=O)c3ccc4c(c3)CCN4C(=O)CCC(=O)O)CC2)c1
 : 4, .
Cc1nc(CS(=O)(=O)c2ccc(Cl)cc2)cc(N2CCOCC2)n1
 : 8, .
COc1ccc(/C=C2/C(=O)N=C3SCCN32)cc1
 : -14, .
CCOC(=O)c1ncn2c1CN(C)C(=O)c1cc(F)ccc1-2
 : 4, .
COc1ccc(-c2ccc3oc(-c4ccc(OC)cc4)c(-c4cc(OC)c(OC)c(OC)c4)c3c2)cc1
 : -57, .
CCOC(=O)c1c(N)sc(C(O)(C(F)(F)F)C(F)(F)F)c1-c1ccc(Cl)cc1
 : -2, .
COc1ccc(C(=O)Nc2nnc(-c3ccco3)s2)cc1
 : 2, .
Cc1nc2ccccn2c1/C(O)=C1\C(=O)C(=O)N(CCN2CCOCC2)C1c1cccs1 (centres undefined)
 : 19, 1
CCN1CCN(C(c2cccs2)C(C)NC(=O)c2cccc(OC)c2OC)CC1 (centres undefined)
 : 8, -2
O=C(Oc1ccc(-c2ccccc2)cc1)N1CCCCC1
 : -4, -16
N/C(COc1ccc(C(=O)O)cc1)=N\O
 : -9, 0
CCN(Cc1nc2ccccc2c(=O)[nH]1)Cc1cc(=O)oc2cc(C)c(C)cc12
 : -6, -12
Cc1noc(C)c1S(=O)(=O)N(C)CC(=O)NCc1ccccc1
 : -35, -7
C=CCOC(=O)C1=C(C)NC(C)=C(C(=O)OCC=C)C1c1ccc(O)cc1
 : -21, 6
O=S(=O)(c1ccc(Cl)cc1)c1ccccn1
 : 6, -44
COc1ccccc1N1CCN(Cc2ccc(OC)c3ccccc23)CC1
 : 4, -3
COc1cc(S(=O)(=O)N2CCN(C(=O)c3ccccc3F)CC2)c(OC)cc1NC(C)=O
 : -1, 9
O=C(CSc1n[nH]c(-c2ccco2)n1)N1c2ccccc2Sc2ccccc21
 : 12, -42
O=C1N/C(=N\N=C\c2ccccn2)SC1Cc1cccc(SC(F)F)c1 (centres undefined)
 : 4, .
Cc1cccc2cc(CN(C(=O)c3cnccn3)C3CCCCC3)c(Cl)nc12
 : 4, .
O=C(COC(=O)c1ccc(=O)n(Cc2ccccc2)n1)Nc1ccc2c(c1)OCCO2
 : -6, -4
COc1ccc(NC(=O)CSc2nccn2-c2cccc(OC)c2)cc1
 : -1, -48
CCN1CCc2c(C#N)c(N3CCOCC3)nc(NCCO)c2C1
 : 7, -1
COC(=O)c1sc2ncccc2c1OCc1ccccc1Cl
 : 14, .
C=CCN(C/C(=N\O)c1sc(C(=O)OCC)nc1C)c1cccc(Br)c1
 : -11, .
Cc1nnsc1SCC(=O)O
 : -12, .
CCOC(=O)c1nc(S(C)(=O)=O)ncc1N1CCOCC1
 : -4, -9
C=CC(=C)CC(NC)c1ccccc1 (centres undefined)
 : -16, 51*
COC(=O)c1ccccc1NC(=O)CN1CCC(C(=O)c2ccc3c(c2)OCCO3)CC1
 : -7, -15
O=C(NC1CCN(Cc2ccccc2)CC1)C1CCN(S(=O)(=O)c2cccc3nsnc23)CC1
 : -13, -25
COC(=O)Cc1c(C)nc2nc(NCc3c(F)cccc3Cl)[nH]n2c1=O
 : 1, 1
Cc1cccc(C(=O)O/N=C(\N)Cc2ccc([N+](=O)[O-])cc2)c1
 : 15, .
Cc1ccc(-c2cc(C#N)c(=O)n(Cc3c(Cl)cccc3Cl)c2)cc1
 : -69, .
COc1ccc(S(=O)(=O)N2CCCC2C(=O)Nn2cnnc2)cc1 (centres undefined)
 : 12, -8
CCN(CC)C(=O)c1ccc(NC(=O)Cn2nc(C)c3ccccc3c2=O)cc1
 : -7, -3
COCCNC(=O)c1ccc(N2CCCCC2)c(NS(=O)(=O)c2ccc(C)cc2)c1
 : 7, -18
C#Cc1ccc([C@H]2C=C(C(=O)NCc3ccccc3)O[C@@H](OCC)[C@@H]2CCCO)cc1
 : 11, .
Cc1ccc2oc(=O)n(CCOc3ccccc3Cl)c2c1
 : 6, -48
COc1ccc(/C(O)=C2/C(=O)C(=O)N(CCN(C)C)C2c2ccccc2)cc1Cl (centres undefined)
 : 32, 2
CCC(=O)N(CC)c1nc(-c2ccc(OC)cc2)cs1
 : 12, -8
O=C(NC1CCCC1)C(c1ccc(O)cc1)N(CC1CCCO1)C(=O)C1COc2ccccc2O1 (centres undefined)
 : 5, -7
COc1ccc(OCC(O)Cn2c(Nc3ccccc3)nc3c2c(=O)n(C)c(=O)n3C)cc1 (centres undefined)
 : -16, 20

(more compounds)
Each structure is followed by: RmlC RmlD mix, HIV RNase H inh
CSc1nnc(NC(=O)CCc2ccccc2)s1
 : 11, .
O=C(NCc1ccco1)c1c[nH]c2ccc(S(=O)(=O)N3CCOCC3)cc2c1=O
 : 5, -11
Cc1cc2c(c(Sc3ccccc3)n1)C(=O)OC2
 : 6, -21
COC(=O)c1sc(S(=O)(=O)N2CCC(C(N)=O)CC2)c(C(=O)OC)c1C
 : 3, .
Cc1ccc(C(=O)/C=C/Nc2ccccc2C(N)=O)o1
 : -2, 4
C[C@@H](O)C1NC(=O)[C@H](CCCCN)NC(=O)c2cc([N+](=O)[O-])cc(I)c2NCCC[C@@H](C(N)=O)NC1=O (some centres undefined)
 : -7, .
O=C(NCc1ccco1)C1CCCCN1S(=O)(=O)c1ccc(F)cc1 (centres undefined)
 : -15, -5
COc1cc(C(=O)Nc2nc(OC)c(-c3ccccc3)c(OC)n2)cc(OC)c1OC
 : -11, 21
CC1=CC(=O)C=CC1(C)C(Cl)Cl (centres undefined)
 : -5, .
O=S1(=O)[C@H]2CC3O[C@]2(C[C@@H]3c2ccc(F)cc2)CN1Cc1ccc(Cl)cc1
 : 13, .
O=C(NCC1CC1)C1(C(F)(F)F)CC(CCCO)CCCO1 (centres undefined)
 : -1, .
CCc1ccccc1N(C)C(=O)CCc1nc(-c2ccc(C)cc2)no1
 : 8, 6
CCOc1ccc(NC(=O)C2CCC(N3C(=O)C4CC=CCC4C3=O)CC2)cc1 (centres undefined)
 : -8, -1
O=C(CCc1ccc(S(=O)(=O)N2CCOCC2)cc1)NCCCN1CCCC1=O
 : -8, -10
CCCc1nc2ccccc2c(=O)n1/N=C/c1ccc(O)c(O)c1
 : 9, 88*
C#CCSc1nc(-c2ccccc2)cc(C(F)(F)F)c1C#N
 : 3, .
CCCCOC(=O)CCc1nc2ccccc2[nH]c1=O
 : -13, .
Cn1c(SCc2c(Cl)cccc2Cl)nc(C(F)(F)F)cc1=O
 : 8, .
CCOC(=O)c1[nH]c2ccc(OC)cc2c1NC(=O)CCN1CCCC(C)C1 (centres undefined)
 : 56, 2
N=c1c2c(-c3ccccc3)c(-c3ccccc3)oc2ncn1Cc1ccco1
 : -11, .

Arranged by heavy-atom count (descending): some entries from above.
Each structure is followed by: RmlC RmlD mix, HIV RNase H inh
C[C@@H](O)C1NC(=O)[C@H](CCCCN)NC(=O)c2cc([N+](=O)[O-])cc(I)c2NCCC[C@@H](C(N)=O)NC1=O (some centres undefined)
 : -7, .
CCOC(=O)c1[nH]c2ccc(OC)cc2c1NC(=O)CCN1CCCC(C)C1 (centres undefined)
 : 56, 2
O=S1(=O)[C@H]2CC3O[C@]2(C[C@@H]3c2ccc(F)cc2)CN1Cc1ccc(Cl)cc1
 : 13, .
O=C(NCC1CC1)C1(C(F)(F)F)CC(CCCO)CCCO1 (centres undefined)
 : -1, .
CCCCOC(=O)CCc1nc2ccccc2[nH]c1=O
 : -13, .
CSc1nnc(NC(=O)CCc2ccccc2)s1
 : 11, .

(more compounds)
SMILES	RmlC RmlD mix	HIV RNase H inh
N#Cc1c(N2CCN(C(=O)c3ccccc3)CC2)nc(-c2ccccc2)c2c1CCCC2	-15	.
CCOc1ccccc1OCCCC(=O)N1CCN(S(=O)(=O)c2cccc(F)c2)CC1	-28	-7
CC(C)Cc1cc(C(=O)Nc2ccc(F)cc2F)no1	-12	-16
CSc1ccccc1C(=O)Nc1ncc(C)s1	-12	.
C=CCc1ccc(OCC(O)COCC)c(OC)c1 (centres undefined)	15	-1
CCOc1ccc(C2=Nn3cnnc3SC2)cc1	10	-9
CCC(=O)c1ccc(OCc2ccc(C(=O)OC)o2)c(OC)c1	-11	-11
CCN1CCN(C(=S)Nc2ccccc2Cl)CC1	-7	.

Rewritten as labelled records: entries from further up.
> CCOc1ccc(C2=Nn3cnnc3SC2)cc1
- RmlC RmlD mix = 10
- HIV RNase H inh = -9
> CSc1ccccc1C(=O)Nc1ncc(C)s1
- RmlC RmlD mix = -12
- HIV RNase H inh = .
> CC(C)Cc1cc(C(=O)Nc2ccc(F)cc2F)no1
- RmlC RmlD mix = -12
- HIV RNase H inh = -16
> N#Cc1c(N2CCN(C(=O)c3ccccc3)CC2)nc(-c2ccccc2)c2c1CCCC2
- RmlC RmlD mix = -15
- HIV RNase H inh = .

(listing goes on)
SMILES	RmlC RmlD mix	HIV RNase H inh
Cn1nccc1C(=O)NC(=S)Nc1sc2c(c1C#N)CCCCC2	-1	.
O=C(CN(C(=O)CNC(=O)c1ccco1)c1ccc(Cl)c(Cl)c1)NC1CCCCC1	-14	-1
Cn1c(NCCCO)nc2c(c1=O)C1(CCCCC1)Cc1ccccc1-2	32	-3
CCN1CCN(CC(=O)NC2CCCC2)C(=O)C1=O	-5	2
O=[N+]([O-])c1cccnc1N1CCOCC1	-8	.
CCSc1nnc([C@H](Cc2c[nH]c3ccccc23)NC(=O)OC(C)(C)C)o1	-15	.
CCOC(=O)c1cccc(NC(=O)c2cc3sccc3n2C)c1	-10	7
O=C(NCC1CCCO1)c1onc(CSc2ccc(F)cc2)c1C(=O)O (centres undefined)	6	.
COc1ccc(-c2noc(C3CCCN(S(=O)(=O)c4ccc(C)c(Cl)c4)C3)n2)cc1OC (centres undefined)	2	1
Cc1occc1-c1nnc(SCC(=O)c2ccccc2)n1CC1CCCO1 (centres undefined)	-10	6
CCOC(=O)/C=C1\SCC(=O)N1CC(=O)Nc1ccc(OC)c(OC)c1	-9	.
COc1cccc(/C=N\Nc2nncc(-c3ccccc3)n2)c1	-2	.
O=C(CSc1nc2ccc(Cl)cc2[nH]1)NCc1ccco1	6	-30
O=C(CSc1nnnn1-c1ccccc1)Nc1ncc2c(n1)CC(c1ccccc1)CC2=O (centres undefined)	-32	.
Cc1cc(C(=O)N2CCc3ccccc32)c2cc(F)ccc2n1	-2	-19
CCOC(=O)c1c(C)cc(C)n2c1nc1ccccc12	-5	.
Cc1ccc(C(C)C)c(OCc2nnc(SCC(=O)Nc3nccs3)n2C)c1	9	7
C=CCSc1nc2ccccc2n1S(=O)(=O)c1ccc(C)cc1	-10	.
COc1cccc(NC(=O)C2c3cc(OC)c(OC)cc3C(=O)N(C)C2c2cccnc2)c1 (centres undefined)	-9	.
O=C(CN1CCC2(CC1)OCCO2)c1ccc2cc[nH]c2c1	-22	-2
CC(C)(C)NC(=O)c1nc2ccccc2s1	-15	.
CCN(C(=O)CSc1nc2ccccc2n1CCc1ccccc1)C1CCS(=O)(=O)C1 (centres undefined)	-9	.
NC(=O)/C(=C/c1ccco1)NC(=O)c1ccc(Br)o1	5	.
CCOC(=O)c1ccccc1NC(=O)c1nc2nccc(C)n2n1	4	.
Cc1nc(SCC(=O)N2c3ccccc3Sc3ccccc32)n[nH]1	-4	.
CSCC[C@H](NC(=O)c1ccc(Cl)c(S(=O)(=O)N2CCCC2)c1)c1nc2ccccc2[nH]1	1	.
Cc1ccc(C(=O)N(Cc2ccc3c(c2)OCO3)Cc2nc3ccccc3c(=O)[nH]2)cc1	1	.
Cc1nn(Cc2ccccc2)c(C)c1NC(=O)c1cc(-c2ccco2)on1	-5	-38
COc1cc(C2C(C#N)=C(N)Oc3cc(C)oc(=O)c32)ccc1OC(=O)N1CCOCC1 (centres undefined)	6	-18
O=C1CC(c2ccco2)Cc2nc(N3CCc4ccccc4C3)ncc21 (centres undefined)	-5	-19
O=C(NCC(=O)N(c1ccccc1)C(C(=O)NCC1CCCO1)c1ccccc1)c1ccco1 (centres undefined)	4	-7
CCn1c(SC(C)C(=O)O)nnc1-c1cccnc1 (centres undefined)	21	.
N#Cc1sc(=O)[nH]c1Cl	3	.
CC(=O)c1sc2nc(SCC(=O)N3CCCCC3)[nH]c(=O)c2c1C	9	17
Cc1cc(C)c(C)c(S(=O)(=O)N2CCC(C(=O)OCC(=O)N3c4ccccc4NC(=O)C3(C)C)CC2)c1C	8	.
